Tau ThT inhib – blocks human tau fibril formation measured by thioflavin T. recombinant tau K18 P301L, heparin-induced fibrillization, ThT fluorescence. Potency, µM (series often up to 57.4 µM), for inactives: at the highest dose activity, negative = inhibition, usual class: inhibitors. actives 2.1% (n = 270,000); note: % is set by controls: 0 for no effect and ±100 for the full control effect; nearly all actives have a fitted effect of over 55% in size
Target sequence (P10636 561-689 P618L limits assumed): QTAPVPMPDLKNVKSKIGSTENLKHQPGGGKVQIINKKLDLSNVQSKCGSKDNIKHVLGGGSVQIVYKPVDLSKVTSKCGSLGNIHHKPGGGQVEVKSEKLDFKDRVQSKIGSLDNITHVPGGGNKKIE
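ThT emission at 510 nm, taken 1 hr after adding 30 uM dye, quantifies aggregates formed when 20 uM heparin acts on human tau K18 P301L for 6 hr at 37 C.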
Tau fluor counter – counter-screen for tau fibril formation inhibitors | tau K18 P301L (four-repeat tau fragment) Alexa594 fluorescence, heparin fibrillization | Potency, µM (titrated, usually from 57.7 µM), for the others: at the top dose activity change, negative = decrease | actives 0.93% (n = 280,000) | AID 1463; note: % is set by controls: 0 for no effect and ±100 for the full control effect; nearly all actives have a fitted effect of over 55% in size
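Human K18 P301L tau (15 uM unlabeled plus 0.24 uM Alexa 594-labeled, final) in 100 mM sodium acetate pH 7 was mixed with compound and 20 uM heparin and incubated 6 hr at 37 C.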
GAA glycogen – alters human alpha-glucosidase cleavage of glycogen | recombinant GAA, glycogen substrate, Amplex Red glucose oxidase fluorescence | Potency, µM (highest dose often 76.4 µM), inactives show top-dose activity change, negative = inhibition, actives largely listed as inhibitors | actives 0.38% (n = 300,000) | AID 2100;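 note: 0% = full enzyme reaction and -100% = no-enzyme basal signal; the screen sought inhibitors and activators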
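qHTS, 1536-well; enzyme 4 nM final; cpd up to 77 uM; substrate bovine liver glycogen 30 ug; 50 mM citrate/phosphate pH 5.0, 0.01% Tween-20; 37 C, 40 min; Amplex Red detection 45 min RT; Hill fit → AC50.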
HTT ATP protect – cytoprotection in Huntington HTT-Q103 PC12 cell model; PC12 HTT-Q103 induced, cytoprotection, ATP luminescence, 40 h; Potency, µM (top dose mostly 56.4 µM), without a hit: cytoprotection (ATP increase), most hits filed as activators; actives 0.14% (n = 230,000); AID 1471;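 note: % of control where 0% means no effect; nearly all actives have a fitted effect of over 45% in size; toxic huntingtin expression switched on by the ecdysone agonist tebufenozide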
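Huntington model: PC12 line, ecdysone-inducible HTTQ103 exon1–GFP, tebufenozide 100 nM. Test articles in a dose series. Endpoint luminescence from cellular ATP.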
Tau fibril FP – inhibitors of human tau fibril formation; P10636; K18 P301L tau heparin fibrillization, Alexa594 FP, 6 h; Potency, µM (top dose mostly 57.7 µM), for the others: top-dose activity, negative = inhibition, hits mostly inhibitors; actives 0.39% (n = 280,000); note: % is set by controls: 0 for no effect and ±100 for the full control effect; nearly all actives have a fitted effect of over 55% in size
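Read-out: fluorescence polarization of Alexa 594-labeled tau (0.24 uM), 555 nm excitation, 632 nm emission. Mixtures held 15 uM unlabeled K18 P301L, compound and 20 uM heparin, pH 7 acetate buffer, incubated 6 hr at 37 C.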
GAA inhib – inhibitors of human lysosomal alpha-glucosidase. actives 0.005% (n = 200,000). P10253. purified human GAA, 4-MU-alpha-glucoside fluorescence. Potency, µM (doses to about 76.9 µM), for inactives: at the top dose activity change, negative = inhibition, most hits filed as inhibitors;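 note: plate controls were uninhibited enzyme wells for no effect and no-enzyme background for full effect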
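Fluorescence at Ex 365/Em 440 nm from 4-methylumbelliferone reported enzyme activity after 20 min at room temperature. Reactions used 4 nM enzyme and 400 uM substrate at pH 5.0; curves fitted with the Hill equation.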
aGlu spleen mod – lysosomal alpha-glucosidase (human) modulation | P10253 | Potency, µM (top dose mostly 79.9 µM), for the others: top-dose activity change, negative = inhibition, hits mostly inhibitors | actives 0.006% (n = 240,000) | AID 2112 | human spleen homogenate, 4-MU-alpha-glucoside fluorescence;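 note: 0% = enzyme with vehicle and -100% = no enzyme basal signal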
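Enzyme source: human spleen homogenate, 1 ug/well. Buffer 50 mM citric acid/K phosphate pH 5.0, 0.01% Tween-20. 4-MU-alpha-glucoside 1 mM; 37 C x 40 min; NaOH/glycine stop; fluorescence.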
GLA spleen mod – inhibits or activates alpha-galactosidase in human spleen homogenate; P06280; human spleen homogenate, 4MU-alpha-Gal fluorescence, 40 min; actives 0.008% (n = 240,000); Potency, µM (titrated, usually from 80 µM), for the others: at the top dose activity change, negative = inhibition, actives largely listed as inhibitors;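 note: 0% = enzyme with vehicle and -100% = no enzyme basal signal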
Target sequence (P06280 32-429 limits assumed): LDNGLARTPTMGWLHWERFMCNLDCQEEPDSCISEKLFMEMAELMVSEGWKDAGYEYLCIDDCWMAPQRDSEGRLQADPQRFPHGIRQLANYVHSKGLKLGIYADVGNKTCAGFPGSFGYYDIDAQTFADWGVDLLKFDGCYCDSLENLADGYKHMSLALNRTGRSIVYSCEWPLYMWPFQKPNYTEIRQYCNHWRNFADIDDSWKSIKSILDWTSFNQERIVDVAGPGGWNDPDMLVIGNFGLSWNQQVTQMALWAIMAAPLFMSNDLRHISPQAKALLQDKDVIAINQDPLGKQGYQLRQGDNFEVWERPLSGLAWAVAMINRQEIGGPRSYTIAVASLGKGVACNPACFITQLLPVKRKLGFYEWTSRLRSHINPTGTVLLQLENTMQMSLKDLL
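Human spleen homogenate (1 ug) as enzyme source, 4-methylumbelliferyl-alpha-D-galactopyranoside 1 mM final, citrate/phosphate pH 5.0 with 0.01% Tween-20. Compounds 40 min at 37C, NaOH/glycine stop; fluorescence Ex 365/Em 440, Hill-fit AC50.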
* = called active by the depositor; ? = inconclusive; . = not tested or not shown; [ ] = remark or other dose. Calls come from the whole dose curve; as a rule, active = well fitted curve in the direction sought with a large enough effect; inconclusive = small, poorly fitted or top-dose-only effect, or another doubt; inactive = no such curve, though single readings can be large; an effect the other way counts as inactive or inconclusive. Potency is the fitted concentration of half-maximal effect.

The opening two compounds, ahead of the listing:
No.	smiles	Tau fluor counter	GAA inhib	Tau ThT inhib	Tau fibril FP
1	CCCNS(=O)(=O)c1ccc(CCC(=O)NCc2ccc3c(c2)OCO3)cc1	-7.0%	-3.3%	-2.3%	-4.2%
2	C=CC[C@](C)(Nc1ccc(OC)cc1)C(=O)OCC	-9.4%	.	-13.8%	1.6%

No.	GAA glycogen	GLA spleen mod	aGlu spleen mod	HTT ATP protect
1	-2.1%	-8.0%	-4.3%	-2.9%
2	.	-7.6%	-9.5%	?

All compounds of this part, from the start:
No.	smiles	Tau fluor counter	GAA inhib	Tau ThT inhib	Tau fibril FP
1	CCCNS(=O)(=O)c1ccc(CCC(=O)NCc2ccc3c(c2)OCO3)cc1	-7.0%	-3.3%	-2.3%	-4.2%
2	C=CC[C@](C)(Nc1ccc(OC)cc1)C(=O)OCC	-9.4%	.	-13.8%	1.6%
3	O=C(Cn1c(-c2cccs2)cc2cc(Cl)ccc21)N1CCCCC1	-20.9%	.	-14.5%	-9.9%
4	COCCNC(=O)C1CCN(C(=O)c2cc3sccc3n2Cc2ccc(F)cc2)CC1	-16.3%	?	-5.1%	3.0%
5	N/C(=N\S(=O)(=O)c1cc(C(F)(F)F)cc(C(F)(F)F)c1)c1cccs1	-17.5%	?	3.2%	?
6	CC(CS(=O)(=O)c1ccccc1[N+](=O)[O-])N1CCOCC1 (stereo unspecified)	-11.2%	?	-7.1%	-0.8%
7	CCCCn1nc(NC(=O)c2cccs2)c2cc3cc(OC)ccc3nc21	?	-1.1%	-10.8%	13.8%
8	CN(C(=O)c1ccncc1)C1CC(C)(C)N(O)C(C)(C)C1	0.1%	1.5%	-7.6%	-5.8%
9	Cc1csc(N(C(=O)c2ccc(S(=O)(=O)N(C)C)cc2)c2ccccc2)n1	6.2%	0.0%	-1.6%	4.8%
10	Cc1cc(=O)n2c(n1)NC(Nc1cccc(C)c1C)=NC2c1ccc(F)cc1 (stereo unspecified)	0.9%	.	.	-0.8%
11	Cc1ccc(CSc2nnnn2C)cc1	3.6%	-2.1%	-3.9%	3.1%
12	Cc1nc2ccccn2c1C(=O)N/N=C/c1cc(C)n(-c2ccc(Br)cc2)c1C	-16.4%	3.2%	?	2.1%
13	CCn1c2c(c3cc(C(=O)O)ccc31)CCCC2=O	7.0%	0.6%	7.1%	1.9%
14	Cc1ccc(Oc2cc(NC(=O)CCCn3nc([N+](=O)[O-])cc3C)cc([N+](=O)[O-])c2)cc1	10µM*[quencher]	-0.5%	-7.5%	3.3%
15	O=c1[nH]c(/C(Cl)=C/c2c(F)cccc2Cl)nc2cc(Cl)ccc12	13.1%	-1.4%	11.5%	-5.1%

No.	GAA glycogen	GLA spleen mod	aGlu spleen mod	HTT ATP protect
1	-2.1%	-8.0%	-4.3%	-2.9%
2	.	-7.6%	-9.5%	?
3	0.7%[76.3 µM]	.	.	.
4	2.2%	0.3%	-5.8%	-17.6%
5	-6.6%	-8.6%	-2.7%	24.0%[10 µM]
6	4.5%	10.9%	5.6%	?
7	-13.8%	10.2%	-1.3%	-16.7%[10 µM]
8	13.9%	11.5%	9.2%	32.6%[10 µM]
9	2.5%	5.6%	-1.4%	-21.5%
10	-5.6%	11.2%	5.5%	13.8%[10 µM]
11	-7.4%	-1.9%	0.4%	2.8%
12	-0.2%	2.4%	-1.0%	-16.6%[1.9 µM]
13	-8.4%	1.3%	-4.1%	-16.0%[0.074 µM]
14	-4.9%	2.4%	-5.8%	-5.0%[10 µM]
15	11.8%	0.5%	1.3%	14.2%[10 µM]

(next part)
No.	smiles	Tau fluor counter	GAA inhib	Tau ThT inhib	Tau fibril FP
16	COC(=O)c1ccccc1NC(=O)NCc1c(C)nn(C)c1C	4.9%	9.0%	0.4%	-7.3%
17	COc1ccc(NC(=O)CN2CCN(CC(=O)Nc3ccccc3Cl)CC2)cc1Cl	-7.8%	-7.2%	-6.3%	2.1%
18	COc1ccc(-c2nc(SC(CC(=O)NCCN3CCOCC3)c3cccs3)n[nH]2)cc1 (stereo unspecified)	-5.2%	0.2%	1.7%	-5.8%
19	O=C(Nc1nncs1)c1cccc(S(=O)(=O)N2CCCC2)c1	-9.0%	-4.4%	-10.5%	1.9%
20	COc1ccccc1CNC(=O)C1CCN(S(=O)(=O)N2CC(C)CC(C)C2)CC1 (stereo unspecified)	-5.3%	-0.2%	3.3%	2.4%
21	COc1ccc(CCNC(=O)C(=O)NCc2cccs2)cc1OC	-14.3%	-0.4%	-10.6%	-2.6%
22	O=C1CCC([N+](=O)[O-])C(c2cc3c(cc2Br)OCO3)N1 (stereo unspecified)	6.6%	3.1%	3.1%	-2.4%
23	CS(=O)(=O)N(Cc1ccc(C(=O)NC2CCCCC2O)cc1)c1ccccc1 (stereo unspecified)	-1.7%	-15.9%	-5.6%	-3.5%
24	O=C(O)CSc1nnc(-c2ccc3c(c2)OCO3)n1-c1ccccc1	-6.8%	11.8%	-7.8%	-4.3%
25	COC/C=C/C1=CC2=CC(=O)C(C)(OC(=O)c3cnc4ccccc4n3)C(=O)C2=CN1C1CCCC1 (stereo unspecified)	-8.4%[11.6 µM]	.	?	-2.5%[11.6 µM]
26	Cc1cc(=O)c2cc3nc(-c4cccnc4)oc3c(Br)c2o1	-12.5%	-6.4%	?	4.3%
27	NC(=O)C[N+]1(CC#CC(O)(c2ccccc2)c2ccccc2)CCCC1	0.0%	2.6%	-4.5%	7.2%
28	Fc1ccccc1N1CCN(CCCNc2ccc3nncn3n2)CC1	-2.2%	2.2%	-9.4%	-4.1%
29	CC(C)(C)OC(=O)N1CCCC1C(=O)O (stereo unspecified)	2.6%	5.6%	-10.9%	3.2%
30	COCCCNC(=O)CN1C(=O)/C(=C/c2ccccc2C)Sc2ccccc21	-6.1%	-3.1%	-6.4%	9.9%

No.	GAA glycogen	GLA spleen mod	aGlu spleen mod	HTT ATP protect
16	11.2%	8.8%	-6.8%	-22.8%
17	0.5%	1.5%	-6.8%	-28.0%
18	1.7%	0.4%	0.4%	3.1%
19	2.8%	9.6%	-0.9%	6.5%
20	4.1%	-3.2%	-6.5%	-23.2%
21	9.3%	0.6%	3.3%	-7.5%[10 µM]
22	-6.4%	3.9%	-2.3%	-13.0%[0.074 µM]
23	3.3%	8.7%	11.2%	-10.3%
24	21.5%	-4.4%	1.4%	-14.4%
25	.	-2.1%[17.5 µM]	-1.6%[17.4 µM]	?
26	-16.9%	6.2%	5.3%	29.6%[10 µM]
27	.	-8.2%	8.9%	8.2%
28	19.4%	-4.4%	-1.1%	3.6%
29	-3.9%	-0.6%	3.0%	-2.8%[10 µM]
30	-3.0%	0.6%	1.3%	5.9%

Continued:
No.	smiles	Tau fluor counter	GAA inhib	Tau ThT inhib	Tau fibril FP
31	CCOC(=O)C(C)c1nn(C)c(=O)c2ccccc12 (stereo unspecified)	-3.6%	0.1%	-9.9%	-3.1%
32	CCc1ccc(N2CC(C(=O)Nc3nnc(CC)s3)CC2=O)cc1 (stereo unspecified)	-7.0%	-1.3%	-16.6%	-2.3%
33	COc1c2occc2c(OC)c2c(=O)cc(C(F)(F)F)oc12	-1.2%	-9.1%	-11.7%	?
34	CC(C)NC(=S)N1CCN(c2ncccn2)CC1	-1.2%	-5.4%	-8.0%	4.4%
35	Cc1ccc(OCCCn2c(=O)oc3ccccc32)cc1	-22.0%	?	-17.3%	3.4%
36	CCCCCOc1ccc(/C=c2\sc3nc(=O)c(-c4ccccc4)nn3c2=O)cc1OC	-10.1%	-0.3%	?	4.0%
37	Cc1ccc(-n2c(=O)c3oc4ccccc4c3n(Cc3cccc(F)c3)c2=O)cc1C	0.0%	.	-1.5%	0.8%
38	CCOC(=O)c1ccc(CC(=O)c2ccc(O)cc2O)o1	-26.8%	-3.3%	?	-2.7%
39	Cc1ccc2oc(C(F)(F)C(F)F)cc(=O)c2c1	-4.9%	.	-0.3%	4.0%
40	CCCCCOc1ccc(N2C(=O)C3C4C=CC(C3C2=O)N(C)C4=O)cc1 (stereo unspecified)	-4.7%	-5.5%	0.2%	-5.8%
41	COc1cccc(/C=N/NC(=O)C(=O)N2CCCC2)c1OC	-2.3%	-7.3%	-3.3%	-3.4%
42	S=C(NCc1cccs1)NCC1CCCO1 (stereo unspecified)	-10.4%	-1.7%	-1.3%	-2.8%
43	CCC(=O)Nc1cccc(NC(C)=O)c1	-19.1%	-7.5%	-11.8%	6.4%
44	Cc1csc2ncnc(NNC(=O)c3ccc(Cl)cc3)c12	-1.2%	-6.1%	5.7%	2.0%
45	Cc1ccccc1NC(=O)c1ccc([N+](=O)[O-])o1	-7.6%	11.6%	-5.8%	3.4%
46	CCOC(=O)Cc1nnc2c(Nc3ccc(C)cc3)nc3nonc3n12	?	-8.8%	-15.3%	-3.5%
47	NNC(=O)c1ccc(-c2cccc([N+](=O)[O-])c2)o1	-7.2%	?	?	9.6%

No.	GAA glycogen	GLA spleen mod	aGlu spleen mod	HTT ATP protect
31	1.4%	8.5%	7.4%	1.5%
32	6.6%	6.9%	-0.3%	4.1%
33	7.8%	-1.1%	1.8%	20.1%
34	14.8%	-3.6%	-0.3%	.
35	18.2%	3.5%	-0.1%	17.8%[10 µM]
36	-5.4%	-21.9%	-14.3%	2.3%[10 µM]
37	-8.6%[76.3 µM]	.	.	.
38	-4.1%	2.3%	-4.0%	3.6%
39	-0.1%	-0.1%	-0.2%	8.4%[10 µM]
40	6.7%	-3.5%	-17.5%	-12.3%[10 µM]
41	0.0%	-4.3%	2.9%	4.5%
42	15.7%	12.4%	15.7%	.
43	-8.4%	7.5%	0.8%	13.4%[10 µM]
44	?	-6.1%	0.1%	26.9%[10 µM]
45	-2.4%	4.1%	9.6%	-8.8%[10 µM]
46	0.8%	2.3%	-7.1%	15.7%[10 µM]
47	?	-8.5%	-5.8%	-36.4%[inhibitor]

Bioassay records (PubChem BioAssay)

Compounds were not picked by outcome, and some 3.3% of all compounds hit somewhere here.
